Screening data deposited in PubChem by National Center for Advancing Translational Sciences (NCATS).
Fluorescein autfl = compound fluoresces in the fluorescein spectral region; Compound autofluorescence, 480/540 nm, fluorescein-equivalent; stronger effect = higher value; 59,000 compounds, 0.91% hits; max fluorescein-equivalent concentration, M; AID 593; in the data active = max fluorescein-equivalent concentration above about 10 nM; inconclusive = between about 1.1 nM and that limit
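Read-out is intrinsic compound fluorescence at 480/540 nm (excitation/emission), expressed as dye-equivalent concentration using a fluorescein standard series run on every plate. Compounds sat 15 min at room temperature in 100 mM Tris, pH 8.0.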
Rhodamine autofl = rhodamine region autofluorescence; Rhodamine-region fluorescence, 547/598 nm, Tris buffer; stronger effect = higher value; max dye-equivalent concentration, M; 59,000 compounds, 0.05% hits; in the data active = max dye-equivalent concentration above about 11 nM; inconclusive = between about 1.1 nM and that limit
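Steps: pin-transfer compounds into pH 8.0 Tris (100 mM), hold 15 min at room temperature, image with a 547/598 nm filter pair, and convert intensities to rhodamine-equivalent concentration using a six-point on-plate rhodamine series.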
A350 autofl = compound fluoresces in the Alexa 350 spectral region. max dye-equivalent concentration, M. Compound autofluorescence, 340/450 nm, Alexa 350 dye-equivalents; stronger effect = higher value. 59,000 compounds, 11% hits; in the data active = max dye-equivalent concentration above about 10 nM; inconclusive = mostly about 1.1 nM to 9.6 nM
HEK293 cAMP ctrl = raises cAMP in parental HEK293 cells, TSHR agonist counter-screen | AID 938 | parental HEK293 CNG cAMP sensor, membrane potential fluorescence | 73,000 compounds, 2.5% hits | Potency, µM (doses to about 57.1 µM), without a hit: top-dose activation, most hits filed as activators; also: potency is read from the fitted curve at half-maximal effect; % of control where 0% means no effect; nearly all actives have a fitted effect of over 55% in size
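Counterscreen for endogenous-receptor signalling: CNG-channel HEK 293 cells report cAMP rise by membrane depolarization. After 60 min dye equilibration with 100 uM RO 20-1724, compounds incubated 30 min before bottom-read fluorescence at 590 nm.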
Caspase-1 inhib = allosteric or competitive inhibitors of human caspase-1; Potency, µM (titrated, usually from 57.5 µM), for inactives: at the highest dose activity change, negative = inhibition, hits mostly inhibitors; AID 900; 75,000 compounds, 0.03% hits; P29466; Caspase-1 enzyme, Ac-WEHD-AFC fluorogenic rate;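 also: potency is read from the fitted curve at half-maximal effect; plate controls were vehicle for no effect and no substrate for full effect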
BRCT inh green = blocks human BRCA1 BRCT binding to phosphopeptide, green readout; P38398; Potency, µM (highest dose often 76.9 µM), for the others: top-dose activity change, negative = inhibition, hits mostly inhibitors; AID 875; BRCA1 BRCT-phosphopeptide binding, green fluorescence polarization; 75,000 compounds, 0.05% hits;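 also: potency is read from the fitted curve at half-maximal effect; plate controls were peptide without protein for full effect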
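Compounds were incubated for 12 min at room temperature with a complex of 100 nM fluorescein-tagged pBACH1 decapeptide and 250 nM His-tagged BRCT protein. Buffer was phosphate pH 7.3 with EDTA, DTT and Tween 20. Disruption of binding lowers the polarization signal.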
Texas Red fluor = Texas Red region autofluorescence | Compound fluorescence, Texas Red channel, 547/618 nm; stronger effect = higher value | max dye-equivalent concentration, M | 59,000 compounds, 0.06% hits | AID 587; in the data active = max dye-equivalent concentration above about 10 nM; inconclusive = between about 1.1 nM and that limit
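Texas Red-region profiling: compounds in 100 mM Tris pH 8.0 were read at 547/618 nm after 15 min at room temperature. Intensities were normalized against a six-point Texas Red standard series to give dye-equivalent concentration.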
Caspase-7 inhib = allosteric or competitive inhibitors of human caspase-7 | P55210 | recombinant caspase-7, Ac-DEVD-AFC fluorescence rate | Potency, µM (series often up to 57.5 µM), without a hit: at the highest dose activity change, negative = inhibition, usual class: inhibitors | 75,000 compounds, 0.02% hits | AID 889; active = well fitted inhibition curve with a large enough effect in the main read-out, with a control signal flat, not every such curve was filed as active; inconclusive = small, poorly fitted or top-dose-only effect, or a change in a side signal; also: potency is read from the fitted curve at half-maximal effect; % of control where 0% means no effect
Target sequence (P55210 24-198 limits assumed): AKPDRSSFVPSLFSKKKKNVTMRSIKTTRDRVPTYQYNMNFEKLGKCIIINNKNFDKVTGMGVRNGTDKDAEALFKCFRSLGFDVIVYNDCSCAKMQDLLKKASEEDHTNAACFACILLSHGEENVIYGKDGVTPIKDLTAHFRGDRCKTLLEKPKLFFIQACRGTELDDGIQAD
Target sequence (P55210 207-303 limits assumed): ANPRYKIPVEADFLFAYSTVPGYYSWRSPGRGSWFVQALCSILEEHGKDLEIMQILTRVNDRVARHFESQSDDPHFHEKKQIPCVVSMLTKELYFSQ
USP2a inhib = inhibitors of human ubiquitin-specific protease USP2a; O75604; USP2a enzymatic assay, qHTS inhibition; Potency, µM (series often up to 38.3 µM), for inactives: at the highest dose activity change, negative = inhibition, usual class: inhibitors; 60,000 compounds, 0.1% hits; AID 927;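 also: potency is read from the fitted curve at half-maximal effect; nearly all actives have a fitted effect of over 60% in size; plate controls were DMSO for no effect and NEM full inhibition control for full effect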
Target sequence (O75604 whole entry, looked up): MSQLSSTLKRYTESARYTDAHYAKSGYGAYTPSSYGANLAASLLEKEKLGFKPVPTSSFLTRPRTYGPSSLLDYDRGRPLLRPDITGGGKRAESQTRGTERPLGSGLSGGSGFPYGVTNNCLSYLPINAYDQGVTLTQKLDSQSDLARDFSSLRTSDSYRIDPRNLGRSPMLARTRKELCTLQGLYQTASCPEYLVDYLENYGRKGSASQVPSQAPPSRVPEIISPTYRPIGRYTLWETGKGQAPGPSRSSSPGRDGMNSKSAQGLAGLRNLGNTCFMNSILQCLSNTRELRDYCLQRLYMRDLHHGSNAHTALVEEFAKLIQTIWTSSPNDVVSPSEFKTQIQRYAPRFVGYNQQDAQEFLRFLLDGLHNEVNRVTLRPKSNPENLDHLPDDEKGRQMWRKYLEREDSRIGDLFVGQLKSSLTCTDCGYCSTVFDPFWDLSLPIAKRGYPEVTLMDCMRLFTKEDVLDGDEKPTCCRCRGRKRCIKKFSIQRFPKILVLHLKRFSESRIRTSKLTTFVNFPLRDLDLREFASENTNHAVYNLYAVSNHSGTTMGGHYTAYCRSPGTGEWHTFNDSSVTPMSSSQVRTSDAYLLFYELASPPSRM
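Inhibition is measured in a cell-free coupled assay with 20 nM USP2 core, 20 nM Ub-PLA2 and 20 uM NBD C6-HPC, 2.5 h incubation. Activity normalized to NEM control.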
BRCT PPI red = BRCT-phosphoprotein interaction inhibition (red fluorophore); P38398; BRCT-phosphopeptide binding, red fluorescence polarization; Potency, µM (series often up to 76.9 µM), inactives show top-dose activity change, negative = inhibition, hits mostly inhibitors; 75,000 compounds, 0.03% hits; AID 892; also: % is scaled to controls: 0 for no effect and ±100 for the full control effect
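Rhodamine-labelled pBACH1 10-mer (100 nM) bound to BRCT domain (100 nM) at pH 7.3; compounds incubated 12 min room temperature, polarization read. Free peptide defines full inhibition; unlabelled decapeptide titrated as control.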
4MU fluor = compounds fluorescent in 4-MU spectral region | compound autofluorescence, 340/450 nm, 4-MU equivalents; stronger effect = higher value | max dye-equivalent concentration, M | 59,000 compounds, 11% hits | AID 589; in the data active = max dye-equivalent concentration above about 10 nM; inconclusive = mostly about 1.1 nM to 9.6 nM
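Compounds in 100 mM Tris, pH 8.0, sat 15 min at room temperature before fluorescence was read at 340 nm excitation/450 nm emission; a per-plate six-point 4-MU standard curve converted signals to dye-equivalent concentration at each compound concentration.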
An asterisk follows results filed as active; i = inactive; ? = inconclusive; . = no result given; [ ] = remark or other dose. Unless noted, calls follow the shape of the dose curve; as a rule, active = well fitted curve in the direction sought with a large enough effect; inconclusive = small, poorly fitted or top-dose-only effect, or another doubt; inactive = no such curve, though single readings can be large; an effect the other way counts as inactive or inconclusive. A portion of the library. The share of hits here may be higher or lower than overall.

SMILES	Fluorescein autfl	Rhodamine autofl	A350 autofl	HEK293 cAMP ctrl	Caspase-1 inhib	BRCT inh green	Texas Red fluor	Caspase-7 inhib	USP2a inhib	BRCT PPI red	4MU fluor
CC(=O)c1cccc(NC(=O)N2CCCC2C(=O)Nc2cccc(C)c2)c1 (stereo unspecified)	i	i	i	7%	-1%	-0.3%	i	1%	-11%	1.8%	i
COC(=O)CN(c1ccccc1)S(=O)(=O)c1ccccc1	.	.	.	?	-11%	-0.1%	.	1%	4%	-0.3%	.
CC(C)CNC(=O)c1cc(-c2ccco2)on1	i	i	i	8%	-2%	-6.2%	i	-1%	7%	-1.4%	i
COc1ccc(-c2cn3c4c(sc3n2)CCCC4)cc1	i	i	i	13%	-4%	-1.4%	i	-3%	-1%	-0.3%	i
CCOC(=O)N1CCN(C(=O)C2CCN(S(C)(=O)=O)CC2)CC1	?	i	i	3%	-2%	-1.0%	i	-2%	-3%	-3.0%	i
O=C(NCc1ccc(N2CCCC2=O)cc1)c1cnccn1	?	i	i	2%	2%	-0.9%	?	5%	-2%	0.6%	i
COc1ccc(/C=N/NC(=O)c2cc(-c3ccc(Cl)cc3)n[nH]2)cc1OC	.	.	.	25%	-6%	-2.4%	.	-7%	.	0.4%	.
CC(=N/O)/C(=N\O)c1ccc(C)o1	?	i	i	-7%	3%	3.0%	?	0%	6%	-0.2%	i
COc1ccc(NC(C)=O)c2nc(C)c(C)nc12	.	.	.	6%	1%	-0.1%	.	0%	-3%	-1.1%	.
Cn1nnnc1SCC(=O)Nc1ccccc1Cl	?	i	i	-5%	3%	-2.1%	i	-2%	0%	-1.4%	i
COc1cc(OC)cc(C(=O)NCc2nc(-c3ccccc3)no2)c1	?	i	i	15%	0%	-0.8%	i	-2%	11%	-0.2%	i
CCOC(=O)c1c(C)[nH]c(C)c1C(=O)COC(=O)C1CCCN1S(=O)(=O)c1ccccc1F (stereo unspecified)	?	i	i	2%	0%	0.0%	?	0%	9%	-1.0%	i
O=C(Nc1ccccc1C(=O)NCCCn1ccnc1)c1ccccc1	i	i	i	.	.	.	i	.	.	.	i
CCN(Cc1cc(Cl)cc(C)c1O)Cc1c(O)ccc2ccccc12	?	i	?	-2%[11.4 µM]	-3%[11.5 µM]	-1.6%[15.4 µM]	i	-3%[11.5 µM]	.	1.0%[15.4 µM]	?
CCOC(=O)c1ccc(NC(=O)CCc2c(C)nc3ncnn3c2C)cc1	?	i	i	-10%	1%	0.5%	i	-1%	-6%	1.0%	i
Cc1nn(CC(O)Cn2cnc3c2c(=O)n(C)c(=O)n3C)c(C)c1Br (stereo unspecified)	?	i	i	6%	-3%	0.8%	i	0%	0%	0.4%	i
Fc1ccccc1CSc1nnc(-c2cnccn2)n1Cc1ccco1	i	i	?	25µM*	0%	0.8%	i	-4%	2%	-0.2%	i
CCC(C)n1cnc2c(c1=O)c1nc3ccccc3nc1n2Cc1ccccc1OC (stereo unspecified)	?	i	1.5e-07M*	32%	-2%	-2.7%	?	0%	43%[activator]	0.9%	1.2e-07M*
CCN(CC(=O)Nc1ccc2c(c1)OCCO2)CC(=O)Nc1cc(C)on1	?	i	i	-4%	0%	-1.5%	i	-1%	8%	0.9%	i
COc1cc(OC)cc(C(=O)N2CCC(N3CCCCCC3)CC2)c1	?	i	?	.	.	.	i	.	.	.	?
O=c1cc(CO)oc(CN2CCN(c3ccccc3F)CC2)c1O	?	i	?	6%	-2%	-1.6%	i	-2%	-4%	0.6%	i
COC(=O)[C@@H]1C[C@H]1[C@@H](NC(=O)c1cccnc1)c1ccccc1	.	.	.	15%	1%	-0.2%	.	0%	.	-1.5%	.
CCCCc1oc2ccccc2c1C(=O)c1cc(I)c(OCCN(CC)CC)c(I)c1	?	i	i	?	1%	-1.0%	i	-1%	-6%	-0.3%	i
O=C(CN1CCN(S(=O)(=O)c2ccc(Cl)cc2)CC1)Nc1ccc2c(c1)OCCO2	i	i	i	12%	-3%	-1.7%	i	-1%	36%[activator]	-2.1%	i

2 of the compounds above, with values under each structure:
Screens in order – Fluorescein autfl, Rhodamine autofl, A350 autofl, HEK293 cAMP ctrl, Caspase-1 inhib, BRCT inh green, Texas Red fluor, Caspase-7 inhib, USP2a inhib, BRCT PPI red, 4MU fluor
CCN(Cc1cc(Cl)cc(C)c1O)Cc1c(O)ccc2ccccc12
    ?, i, ?, -2%[11.4 µM], -3%[11.5 µM], -1.6%[15.4 µM], i, -3%[11.5 µM], ., 1.0%[15.4 µM], ?
CCOC(=O)c1ccc(NC(=O)CCc2c(C)nc3ncnn3c2C)cc1
    ?, i, i, -10%, 1%, 0.5%, i, -1%, -6%, 1.0%, i

New compounds follow
SMILES	Fluorescein autfl	Rhodamine autofl	A350 autofl	HEK293 cAMP ctrl	Caspase-1 inhib	BRCT inh green	Texas Red fluor	Caspase-7 inhib	USP2a inhib	BRCT PPI red	4MU fluor
O=C(COc1cccc2ccccc12)N1CCN(c2ccccn2)CC1	i	i	i	23%	-3%	2.8%	?	-5%	12%	-1.2%	i
COc1ccc(CCn2nnnc2C(C(C)C)N2CCN(c3ncccn3)CC2)cc1OC (stereo unspecified)	?	i	?	21%	1%	-0.2%	i	0%	7%	0.1%	i
CCOC(=O)N1CCC(NC(=O)C2CCCN2C(=O)OCc2ccccc2)CC1 (stereo unspecified)	i	i	i	5%	2%	1.2%	i	1%	5%	0.5%	i
O=C(Nc1ccc(Oc2ccccc2)cc1)C1CCN(c2ncccn2)CC1	i	i	i	-14%	1%	-1.2%	i	-1%	13%	0.2%	i
Oc1c(I)cc(I)c2cccnc12	?	i	i	.	-1%	-3.8%[3.08 µM]	i	-5%	28%	-0.7%	i
Cc1cc(NC(=O)CSc2nnnn2Cc2ccccc2)no1	?	i	?	8%	-2%	-2.0%	?	0%[0.00368 µM]	-8%	1.4%	i
CCOC(=O)c1cc(C)n(-c2ccc(OC)c(OC)c2)c1C	i	i	i	.	.	.	i	.	.	.	i
CCn1ccnc1C(O)c1cccc(OC)c1OC (stereo unspecified)	.	.	.	5%	2%	-3.1%	.	-3%	.	0.0%	.
O=C(NC1CCCCCC1)c1cc(S(=O)(=O)N2CCOCC2)ccc1N1CCCCC1	?	i	i	25µM*	-2%	0.2%	i	-3%	10%	-0.7%	i
CCn1c(=O)cc(SCC(=O)NCc2ccco2)c2ccccc21	i	i	i	12%	-1%	0.5%	i	-1%	9%	-1.0%	i
CCOC(=O)c1c(C)oc2ccc(OCC(=O)C(C)(C)C)cc12	i	i	i	.	.	.	i	.	.	.	i
COc1ccccc1C1CC(c2ccc(F)cc2)Nc2ncnn21 (stereo unspecified)	i	i	i	?	-2%	0.5%	i	-1%	10%	-0.7%	i
Cc1cccc(CNc2nc(-c3ccoc3)nc3ccccc23)c1	?	i	i	?	-5%	3.3%	i	-6%	5%	3.0%	i
O=C(O)Cc1ccc(NC(=O)c2cccs2)cc1	?	i	i	3%	-1%	0.4%	i	-1%	-4%	-0.1%	i
O=S(=O)(c1ccc2ccccc2c1)N(CC(O)CN1CCOCC1)c1ccccc1 (stereo unspecified)	i	i	i	.	.	.	i	.	.	.	i
COc1ccc(OC)c(C2C(C(=O)c3ccco3)=C(O)C(=O)N2CCCN2CCOCC2)c1 (stereo unspecified)	i	i	i	.	.	.	i	.	.	.	i
O=C(NCc1ccc2c(c1)OCO2)c1cccc(S(=O)(=O)N2CCCCC2)c1	i	i	i	11%	1%	2.1%	i	-3%	14%	1.2%	i
N/C(CN1CCCC1=O)=N\O	i	i	i	17%	1%	0.0%	?	0%	-5%	0.4%	i
Cc1nn2c3ccccc3nc2n(C)c1=O	i	i	?	8%	-1%	0.6%	i	-1%	4%	1.0%	?
CC(C)C[C@H](NC(=O)NCc1ccc(Cl)cc1)C(=O)O	?	i	i	6%	-1%	-3.1%	i	-2%	0%	0.2%	i
Cc1ccc(C(=O)c2ccc(O)cc2)cc1C	.	.	.	-8%	-3%	-1.0%	.	-2%	.	0.5%	.
Brc1cccc(-c2nnco2)c1	i	i	?	0%	-2%	-2.4%	i	0%	-4%	-0.8%	i
O=C1C=CC2=C3c4cc(O)c(O)cc4C[C@@]3(O)COC2=C1O	?	i	i	1%	.	.	?	.	.	.	i
CCOC(=O)C1(CC)NC(c2ccco2)C2C(=O)N(c3ccc(C)cc3)C(=O)C21 (stereo unspecified)	i	i	i	21%	-3%	-1.8%	i	-2%	17%	-0.6%	i
Cn1c(=O)c2c(nc(N3CCc4ccccc4C3)n2Cc2ccccc2F)n(C)c1=O	i	i	i	?	-1%	0.4%	i	0%	8%	0.5%	i
CCOC(=O)c1c(N)nn(C(=O)C(C)(C)C)c1-c1ccccc1	i	i	i	24%	-2%	-1.3%	i	2%	3%	-0.3%	i

Gathered by group: the entries above containing bromine.
SMILES	Fluorescein autfl	Rhodamine autofl	A350 autofl	HEK293 cAMP ctrl	Caspase-1 inhib	BRCT inh green	Texas Red fluor	Caspase-7 inhib	USP2a inhib	BRCT PPI red	4MU fluor
Cc1nn(CC(O)Cn2cnc3c2c(=O)n(C)c(=O)n3C)c(C)c1Br (stereo unspecified)	?	i	i	6%	-3%	0.8%	i	0%	0%	0.4%	i
Brc1cccc(-c2nnco2)c1	i	i	?	0%	-2%	-2.4%	i	0%	-4%	-0.8%	i
